CatG inh: inhibitors of human cathepsin G | P08311 | purified enzyme, AMC-tetrapeptide fluorescence, pooled mixtures | inhibition, % at 5 µM (by protocol) | actives 0.2% (n = 62,000) | AID 581;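 active = inhibition above 20% in each of the two mixture wells holding the compound; inactive = inhibition of 20% or less in either well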;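 note: 0% = enzyme control without mixture and 100% = blank lacking enzyme; strong numbers were not always called active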
FXIa mix inh: blocks human factor XIa in pooled compound mixtures | actives 0.19% (n = 62,000) | purified FXIa, fluorogenic substrate | inhibition, % at 5 µM;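 note: each value is inhibition by a whole ten-compound pool holding the compound; 0% = enzyme with no mixture and 100% = wells lacking enzyme; strong numbers were not always called active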
Target sequence (P03951 19-387 limits assumed): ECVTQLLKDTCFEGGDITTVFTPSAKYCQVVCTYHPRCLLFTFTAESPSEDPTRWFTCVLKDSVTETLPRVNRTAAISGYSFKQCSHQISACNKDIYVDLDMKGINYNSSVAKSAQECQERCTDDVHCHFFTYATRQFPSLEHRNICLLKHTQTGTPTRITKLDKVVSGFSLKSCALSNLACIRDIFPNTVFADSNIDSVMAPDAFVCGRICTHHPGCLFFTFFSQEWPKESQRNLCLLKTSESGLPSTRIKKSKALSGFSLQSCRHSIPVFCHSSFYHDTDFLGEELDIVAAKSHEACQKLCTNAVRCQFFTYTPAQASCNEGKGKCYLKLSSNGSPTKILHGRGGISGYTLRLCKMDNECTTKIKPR
Target sequence (P03951 388-625 limits assumed): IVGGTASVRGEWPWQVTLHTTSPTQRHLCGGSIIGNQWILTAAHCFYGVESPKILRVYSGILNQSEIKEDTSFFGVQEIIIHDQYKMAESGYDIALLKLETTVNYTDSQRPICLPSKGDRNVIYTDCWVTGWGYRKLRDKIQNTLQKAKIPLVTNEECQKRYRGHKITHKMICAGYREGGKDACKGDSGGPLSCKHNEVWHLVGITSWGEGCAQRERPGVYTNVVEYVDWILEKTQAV
CatB mix inh: inhibitors of human cathepsin B in compound mixtures. inhibition, %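 (ten-compound pools at 5 µM per compound and 50 µM total)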. Purified cathepsin B, AMC dipeptide fluorescence. AID 488. actives 0.06% (n = 62,000). P07858; in the data active = inhibition above about 22%, passing the limit was not always enough;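 note: 0% = enzyme without compound and 100% = no enzyme blank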
C1s inh: blocks human complement C1s protease activity; P09871; purified C1s, fluorogenic AMC substrate, pooled mixtures; mean inhibition % of two 10-compound mixtures (hits give high values), % at 5 µM (by protocol); actives 0.16% (n = 62,000); AID 538;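 active = inhibition above 20% in each of the two 10-compound mixture wells holding the compound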;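 note: 0% = enzyme wells lacking compound mixture and 100% = no-enzyme blank wells; some compounds called inactive have numbers as strong as hits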
CatB inh: inhibitors of human cathepsin B; purified cathepsin B, fluorogenic substrate, fluorescence; inhibition, %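 (tested at 10 µM)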; actives 0.1% (n = 63,000); in the data active = inhibition above about 21%;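 note: 0% = enzyme with no compound and 100% = no enzyme blank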
AP ELISA ortho: alternative pathway complement inhibition, orthogonal assay. Human serum alternative complement pathway, LPS-coated ELISA, C3 deposition; tested in compound mixtures. inhibition, % at 5 µM. actives 0.08% (n = 62,000). AID 1235;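 active = inhibition above 30% in each of the two pooled mixtures holding the compound, so the lower value exceeds 30%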;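 note: 0% = serum in Mg-EGTA without compound and 100% = EDTA serum blank; some compounds past the cut are filed as inactive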
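Test system: human serum alternative complement pathway, C3 deposition on LPS-coated wells; also added: Plate-bound LPS; doses: 5 µM per compound in ten-compound mixtures; schedule: 1 h at 37 °C; detection: Anti-C3 ELISA, OD 450 nm; evaluation: percent inhibition of C3 deposition onto LPS; repeats: two pool placements per compound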
FXIIa inh mix: inhibitors of human coagulation factor XIIa, pooled mixtures. purified FXIIa, fluorogenic substrate. inhibition, % at 5 µM. actives 0.2% (n = 62,000);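 note: 0% = enzyme without compound and 100% = no enzyme blank; some results filed as inactive read as strong as hits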
CatL block: inhibitors of human cathepsin L; P07711; purified cathepsin L, fluorogenic substrate, fluorescence; inhibition, %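 (tested at 10 µM)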; actives 0.17% (n = 58,000); AID 460; in the data active = inhibition above about 45%;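 note: 0% = enzyme with no compound and 100% = no enzyme blank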
Target sequence (P07711 114-288 limits assumed): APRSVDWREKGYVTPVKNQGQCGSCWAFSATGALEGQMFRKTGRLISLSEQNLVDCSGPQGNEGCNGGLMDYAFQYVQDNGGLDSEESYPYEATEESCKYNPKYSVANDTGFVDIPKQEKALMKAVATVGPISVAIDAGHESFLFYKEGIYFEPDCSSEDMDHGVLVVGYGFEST
Target sequence (P07711 292-333 limits assumed): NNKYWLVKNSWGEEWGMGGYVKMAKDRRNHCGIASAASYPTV
CatS block: inhibitors of human cathepsin S. P25774. recombinant cathepsin S, AMC dipeptide fluorescence, pooled mixtures. inhibition, %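 (tested at 5 µM per compound within 10-compound mixtures)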. actives 0.06% (n = 62,000); in the data active = inhibition above about 32%, passing the limit was not always enough;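 note: 0% = enzyme without compound and 100% = blank without enzyme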
The depositor's hits bear a star; i = inactive; · = not tested or not shown. Cut-off read from the data, not from the text of the source, unless noted: active = inhibition above about 20% (passing the limit was not always enough); inactive = the rest. An excerpt (hit frequency here may not be typical).

Molecule	AP ELISA ortho	CatG inh	C1s inh	FXIIa inh mix	CatB inh	CatB mix inh	CatL block	FXIa mix inh	CatS block
Cc1nc2ncnn2c(C)c1CCC(=O)Nc1ccc(S(=O)(=O)N2CCCCCC2)cc1	20	8	3	8	1	4	1	9	1
Cc1nn(CC(O)COc2ccc3c(c2)CCC3)c(C)c1C (centres undefined)	6	1	-91	-2	2	-2	-6	-4	-7
O=C(NCc1ccco1)C1CCN(C(=O)c2cc3sccc3n2Cc2ccc(F)cc2)CC1	-3	12	8	6	3	5	3	16	19
Cc1ccc(NC(=O)CS(=O)CC(=O)NCCCN(C)c2ccccc2)cc1 (centres undefined)	15	-3	-2	10	7	-1	·	11	11
CCc1nnc(NC(=O)CSc2nc3c(cc2C#N)CCC3)s1	-7	-8	-13	-16	8	7	5	-2	32
O=C(NCc1ccc2c(c1)OCO2)C1CCCN(S(=O)(=O)c2cccs2)C1 (centres undefined)	7	9	-5	-1	0	3	·	-4	11
Cc1ccccc1CS(=O)(=O)Cc1ccc(C(=O)NCc2ccco2)o1	6	7	6	7	4	-3	23	13	11
CCCCN1C(=O)NC(NC(C)=O)(C(F)(F)F)C1=O (centres undefined)	4	10	10	-6	4	5	7	5	-1
O=C(COC(=O)c1ccc(S(=O)(=O)Nc2ccccc2)cc1)NCCN1C(=O)CSC1=O	-11	6	6	7	3	1	1	1	8
Cc1c(NC(=O)CSC2=C(C#N)C(c3ccccc3F)CC(=O)N2)c(=O)n(-c2ccccc2)n1C (centres undefined)	11	8	12	2	2	4	0	6	2
Cc1cc2c(N=O)c(NO)ccc2[nH]1	12	0	1	8	2	0	-4	11	14
O=C(c1ccc2c(c1)C(=O)N(c1ccc(Cl)cc1)C2=O)N1CCN(c2ccccn2)CC1	20	8	3	4	2	4	1	1	2
Cc1cc(=O)[nH]c(SC/C=C/c2ccccc2)n1	23	0	5	2	-3	8	5	3	2
CN(C)c1ccc(C2=NOC(CN3C(=O)c4ccccc4S3(=O)=O)C2)cc1 (centres undefined)	18	0	-6	2	2	-2	13	4	12
O=C(c1ccco1)N1CCCN(C(=O)c2ccco2)CC1	5	10	4	3	1	8	8	6	16
COc1ccc(N2CCN(CC(=O)Nc3cc(C)on3)CC2)cc1	-2	7	3	5	4	-1	14	1	6
CC(C)(C)OC(=O)N1CC2Cc3[nH]c(=O)ccc3C(C2)C1 (centres undefined)	-17	-16	-2	3	2	4	-3	4	-2
CCOC(=O)N1CCC(n2c(SCC(=O)NCc3ccco3)nc3ccsc3c2=O)CC1	-5	11	4	25	2	-10	0	7	8
CCOc1ccc2nc(NCCCNS(=O)(=O)c3ccccc3)c(C#N)cc2c1	1	-4	-8	-14	0	2	-42	3	2
CCCCS(=O)(=O)c1sc2nc(C)cc(C)c2c1N	-4	-5	4	14	1	1	4	5	16
CCc1nn(CC(=O)N2CCN(Cc3ccc4c(c3)OCO4)CC2)c(=O)c2cc3occc3n12	-11	1	3	9	4	6	4	5	11
COC(=O)C1=CN(C)C=C(C(=O)OC)C1c1ccccc1Cl	7	-11	-108	3	-10	-3	i	-11	0
O=C(NCc1ccc(N2CCCC2=O)cc1)c1cnccn1	-1	8	11	-3	3	1	4	2	11
CC(C)=CC(=O)NCCc1ccccc1	7	15	21	-20	4	4	8	6	-2
CCn1c(SCc2ccc(C)cc2)nnc1-c1cnccn1	-4	-2	1	1	-1	3	4	0	-4
CSc1nc(C)cc(-n2ccc(=O)[nH]c2=O)n1	17	6	-6	3	1	-1	0	-2	-7
Cc1cc(C)c(C#N)c(N2CCN(Cc3ccc4c(c3)OCO4)CC2)n1	18	1	3	6	0	-2	4	8	7
CCC(Sc1ncccc1C(=O)O)C(=O)N1CCCC1 (centres undefined)	-1	10	-20	0	3	2	7	-4	-10
C=C(C)Cn1c(SCC(=O)O)nc2c1c(=O)[nH]c(=O)n2C	15	10	13	3	5	3	·	5	15
CCCCN(C(=O)NC(=O)Nc1cc(C)ccc1C)S(C)(=O)=O	2	-4	3	-1	-1	7	6	3	3
O=C(NCc1ccc(F)cc1)C1CC(=O)N(CCc2ccccc2)C1 (centres undefined)	21	3	3	-1	-1	3	2	-1	-1
CCC(=O)Nc1nc(C)nc(C)c1C(C)=O	-7	-6	-20	5	-3	5	7	-2	-3
c1ccc(COc2ccc(Oc3nc(N4CCCCC4)nc(N4CCOCC4)n3)nn2)cc1	17	9	14	6	1	5	-4	8	-12
O=C(CCCCCN1C(=O)c2ccccc2C1=O)NCc1ccco1	19	8	10	3	5	-2	4	10	-2
CCOC(=O)N1CCN(c2c(NCCN3CCN(Cc4ccccc4)CC3)c(=O)c2=O)CC1	11	10	15	3	0	3	·	9	9
CCCCCn1c(N)c(C#N)c2nc3ccccc3nc21	18	-11	-98	0	-14	0	-123	-15	-2
NS(=O)(=O)c1ccc(CNC(=O)NC2(c3ccccc3)CC2)cc1	8	10	11	11	3	0	12	5	5
CCc1ccccc1N(C(=O)c1cccs1)C1C=CS(=O)(=O)C1 (centres undefined)	-2	15	60*	-2	7	3	7	11	11
CCOC(=O)C1CCN(CCC(=O)Nc2cccc(Cl)c2C)CC1	16	9	14	41	0	4	0	1	-3
COc1ccccc1N1CCN(CC(=O)c2ccc3ccn(C(C)=O)c3c2)CC1	0	-6	-7	-18	9	3	24	7	22
COC(=O)c1cc(=O)c2ccc(OC)cc2o1	-12	1	-1	6	·	3	3	7	0
Cc1cc(C)nc(-n2nc(C)c(C3(O)C(=O)Nc4ccccc43)c2N)n1 (centres undefined)	-6	-7	-22	1	0	-3	·	-1	-3
CCC(=O)Nc1ccccc1C(=O)N1CCOCC1	2	-9	-23	0	1	-1	1	-5	6
CCCc1ccc(OCC(=O)O)cc1	7	11	15	4	1	4	8	2	9
CC(=O)Nc1ccc(Cl)c(C(N)=O)c1	0	0	-71	4	6	2	7	1	15
c1coc(CNC2CCCCCCC2)c1	14	2	-1	6	-5	-4	1	8	1
NC(=O)c1nc(C2CCCCC2)nc2c1[nH]c(=O)n2-c1ccc(F)cc1	3	-5	-51	16	-3	-5	14	7	0
CCc1nc(SCC(=O)Nc2ccc(C(=O)O)cc2)n[nH]1	9	7	-9	11	1	0	17	3	6
CC(C)(C)OC(=O)N1CCC[C@H]1c1nnc(SCc2ccccc2Cl)o1	-5	-31	25	12	1	0	2	2	6
COc1ccc(NC(=O)c2nnn(Cc3ccc(SC)cc3)c2N)c(OC)c1	10	8	4	15	1	4	13	19	10
O=C(CSc1nc(N2CCCCC2)nc(N2CCCCC2)n1)N1CCc2ccccc21	9	7	-10	-18	6	3	2	5	-3
Cc1ccc(-n2nc3c([n+]2[O-])CCc2c-3no[n+]2[O-])cc1	15	4	-24	6	2	0	-2	2	-15
Cc1ccccc1N1CCN(C(=O)CN2C(=O)c3ccccc3C2=O)CC1	-9	-2	-8	12	7	0	9	7	10
O=C(CSc1nc(Nc2ccccc2)nc(N2CCOCC2)n1)N1CCc2ccccc21	2	2	-3	5	-4	3	-1	6	-6
CCCn1c(CCC(=O)O)ccc1-c1ccc(F)cc1	11	9	-2	-3	5	2	4	-6	-8
CCc1nn(CC(=O)NCCCN(Cc2ccccc2)C(C)C)c(=O)c2cc3sccc3n12	1	10	2	5	1	-5	23	8	-5
Cc1cc2ccccc2n1CCNC(=O)C(C)C	29	44	44	26	3	4	2	50	3
Cc1ccc(OCc2ccc(C(=O)Nc3nccs3)o2)cc1	3	2	1	28	3	-2	15	4	7
CC(OC(=O)CCc1nc2ccccc2[nH]c1=O)C(=O)c1ccccc1 (centres undefined)	11	11	15	4	2	4	16	10	2
O=C(NCCc1cn2ccccc2n1)c1ccc(Br)o1	14	-2	-2	7	0	2	6	2	0

Further structures:
Molecule	AP ELISA ortho	CatG inh	C1s inh	FXIIa inh mix	CatB inh	CatB mix inh	CatL block	FXIa mix inh	CatS block
CC(C)C(NS(=O)(=O)c1cccs1)C(=O)NCCN1CCN(c2ccccc2)CC1 (centres undefined)	10	11	1	4	-1	-1	30	-9	15
CN=c1scc(C)n1/N=C/c1ccc2c(c1)OCO2	9	9	1	-18	0	1	25	2	10
CCOC(=O)c1cccc(-n2c(C)nc3ccccc3c2=O)c1	15	6	2	9	3	2	9	-1	3
CC1CCc2c(nc3ncnn3c2N2CCN(c3ccccc3)CC2)C1 (centres undefined)	2	2	5	3	0	6	12	9	15
COc1ccc(-c2nnc3ccc(SC(C(C)=O)C(C)=O)nn23)cc1OC	16	5	11	8	2	6	6	8	6
CCCCc1cc(O)c(CCCC)c(O)c1	10	-2	-95	3	-1	-3	4	-6	-34
CCn1c(SCC(=O)O)nnc1C1CCCCC1	9	10	-2	-14	2	3	-5	4	-2
Cc1[nH]c2ccc(Br)cc2c(=O)c1CN1CCCCC1	-5	1	-2	-3	5	5	4	10	17
CCCCn1c(SCC(=O)Nc2ccc(OC)cc2)nc2ccc(N3CCOCC3)cc2c1=O	3	5	-5	8	-3	0	12	13	9
COc1ccc(N2CCN(CCNC(=O)c3nnc(Cc4c(F)cccc4Cl)o3)CC2)cc1	3	9	2	10	3	-2	32	-5	4
Cc1cnc(NC(=O)C2CCCO2)s1 (centres undefined)	-1	-2	0	3	1	1	-1	5	-2
CCCN1C2CCCC1CC(NC(=O)c1ccccc1F)C2 (centres undefined)	18	4	0	1	3	-7	4	3	-12
COc1ccc(C2N3CC4(C)CN2CC(C)(C3)C4=O)cc1OC (centres undefined)	11	10	-17	6	7	3	5	1	2
O=C(NCC1CCCO1)c1c(O)c2cccc3c2n(c1=O)CC3 (centres undefined)	-9	10	11	-2	4	6	6	0	7
COCCn1c(SCC(=O)OC(C)C)nnc1-c1ccccc1	18	-1	3	0	-1	4	-1	6	-1
COc1cc(NC(=O)c2ccco2)c(OC)cc1NC(=O)Nc1cccc(Cl)c1	-14	3	6	2	3	4	1	2	16
COc1ccc2c(c1)[nH]c1c(=O)n(CCN(C)C)cnc12	-11	12	1	7	-4	0	15	9	-1
Cc1cc(C(=O)COC(=O)c2n[nH]c3ccccc23)c(C)n1C	4	-18	-61	2	-5	-10	8	-31	-28
O=C(Nc1ccccc1N1CCCCC1)c1cccc(F)c1	8	-7	8	5	-3	2	-13	6	-3
O=C1NCCCC1C(=O)N1CCN(C(c2ccccc2)c2ccccc2)CC1 (centres undefined)	9	-4	-15	7	2	-1	·	8	-7
CCSCc1nnc(SCC(=O)Nc2cccc(SC)c2)n1C	1	6	12	6	-5	3	10	7	1
CCOC(=O)N1CCC(NC(=O)CCN2C(=O)C3C4C=CC(C4)C3C2=O)CC1 (centres undefined)	13	8	-11	-7	0	1	-11	2	-10
OCCN1CCN(C(=S)c2ccc(Cl)c(Cl)c2)CC1	4	12	14	5	1	4	21	9	14

Some of these compounds in order of the FXIIa inh mix value, highest first:
Molecule	AP ELISA ortho	CatG inh	C1s inh	FXIIa inh mix	CatB inh	CatB mix inh	CatL block	FXIa mix inh	CatS block
CCOC(=O)C1CCN(CCC(=O)Nc2cccc(Cl)c2C)CC1	16	9	14	41	0	4	0	1	-3
COc1ccc(N2CCN(CCNC(=O)c3nnc(Cc4c(F)cccc4Cl)o3)CC2)cc1	3	9	2	10	3	-2	32	-5	4
CCCc1ccc(OCC(=O)O)cc1	7	11	15	4	1	4	8	2	9

Compound activity as filed in PubChem.
